High-throughput results: PubChem BioAssay, several laboratories
hcDAF-12 act: H. contortus DAF-12 activation, primary screen; HEK293 hcDAF-12 lit1-tk-luc reporter, luminescence; 0% DMSO, 100% Δ7-dafachronic acid; activation, % at 6.8 µM; 370,000 compounds, 1.4% hits; AID 652067;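 active = activation above the mean of all tested compounds plus 3 SD, cut at about 5.5% in these data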;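 also: 100% = response to 3 µM Δ7-dafachronic acid high control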
GAA850 FXN act: frataxin GAA850 promoter activation; activation, % at 6 µM; 360,000 compounds, 0.56% hits; HEK293 lucGAA850 FXN promoter luciferase reporter, 24 h; percent of 10 µM SAHA response;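 active = activation above the average of all compounds screened plus 3 SD, cutoff fixed separately per campaign, cut at about 7.5% in these data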;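 also: 0% = DMSO wells and 100% = 10 µM SAHA wells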
sPLA2-III inh: Blocks human group III sPLA2 activity. QFRET BODIPY PC-A2 liposome hydrolysis, fluorescence. Q9NZ20. 370,000 compounds, 0.56% hits. inhibition, % at 12.2 µM;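 active = inhibition above mean plus 3 SD of compounds lying within the high and low control bounds, cut at about 19% in these data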;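 also: 0% = median of test compound wells and 100% = no enzyme DMSO wells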
Target sequence (Q9NZ20 whole entry, looked up): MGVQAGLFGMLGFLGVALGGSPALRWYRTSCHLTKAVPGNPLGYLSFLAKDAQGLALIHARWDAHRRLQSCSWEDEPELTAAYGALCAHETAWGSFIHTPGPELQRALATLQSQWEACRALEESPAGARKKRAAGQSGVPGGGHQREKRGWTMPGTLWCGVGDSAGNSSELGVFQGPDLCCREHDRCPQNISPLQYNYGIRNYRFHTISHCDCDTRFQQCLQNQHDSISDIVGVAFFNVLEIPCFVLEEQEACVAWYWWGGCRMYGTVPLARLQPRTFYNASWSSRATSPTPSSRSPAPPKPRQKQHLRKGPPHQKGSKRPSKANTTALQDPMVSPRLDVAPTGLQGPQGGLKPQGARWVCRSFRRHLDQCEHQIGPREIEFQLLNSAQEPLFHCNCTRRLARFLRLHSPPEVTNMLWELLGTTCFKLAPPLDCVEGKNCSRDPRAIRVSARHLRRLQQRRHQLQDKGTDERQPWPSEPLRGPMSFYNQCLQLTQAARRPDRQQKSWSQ
PG9 binder: PG9 antibody binding by small molecule; 360,000 compounds, 0.43% hits; inhibition, % at 6.7 µM; TR-FRET gp120-PG9 antibody binding; in the data active = inhibition above about 8.5%
ssDAF-12 act: activators of S. stercoralis DAF-12 nuclear receptor. HEK293 ssDAF-12/GRIP1 lit1-tk-luc reporter, luminescence; % of 3 µM dafachronic acid response. activation, % at 6.8 µM. 370,000 compounds, 1% hits;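 active = activation above the mean over all tested compounds plus 3 SD, cut at about 0.9% in these data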;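 also: 0% = DMSO-only wells and 100% = 3 µM delta7-dafachronic acid wells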
NR1D1 modulator: modulates human Rev-erb alpha binding to DNA | P20393 | Rev-erbα–FITC-DNA binding, fluorescence polarization, 90 min | activity, % at 10 µM | 370,000 compounds, 0.79% hits;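 active = activity above about 14%, limit read from the data; passing the limit was not always enough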;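 also: 0% = DMSO wells with 35 nM protein and 100% = DMSO wells with 750 nM protein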
SMARCA2 activ: activators of SMARCA2 function. AID 652017. MG213 cells, MMTV-luciferase reporter, dexamethasone, overnight. activation, % at 9.1 µM. 370,000 compounds, 1% hits; in the data active = activation above about 7.8%;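 also: 0% = vehicle wells and 100% = reference activator wells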
DAX1 inh-1: inhibitors of human orphan nuclear receptor DAX1 (NR0B1). 340,000 compounds, 0.99% hits. P51843. inhibition, % at 6.75 µM. AID 504766. HEK293 Gal4-DAX1 luciferase reporter, luminescence;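 active = inhibition above the mean over all tested compounds plus 3 SD, cut at about 4.2% in these data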;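 also: 0% = DAX1-transfected cells with DMSO and 100% = empty-vector control cells with DMSO; inhibition shows as a rise in luminescence from relieved DAX1 repression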
Target sequence (P51843 207-470 limits assumed): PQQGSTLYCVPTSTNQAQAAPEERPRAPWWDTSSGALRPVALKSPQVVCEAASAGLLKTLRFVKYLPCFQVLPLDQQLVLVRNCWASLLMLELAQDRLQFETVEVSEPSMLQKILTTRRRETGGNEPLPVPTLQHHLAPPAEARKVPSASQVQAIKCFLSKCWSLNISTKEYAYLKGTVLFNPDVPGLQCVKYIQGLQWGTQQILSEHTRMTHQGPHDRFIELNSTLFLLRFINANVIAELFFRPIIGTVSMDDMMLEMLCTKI
DAX1 inh-2: inhibitors of DAX1 repression of SF-1 activated StAR promoter. HEK293T StAR-luciferase reporter, SF-1/DAX-1 repression relief. inhibition, % at 6.8 µM. 370,000 compounds, 1.1% hits. AID 652010;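 active = inhibition above the mean over all tested compounds plus 3 SD, cut at about 3.6% in these data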;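 also: 0% = DAX-1 cells with DMSO and 100% = cells lacking DAX-1 with DMSO; higher inhibition means more luminescence from relief of DAX-1 repression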
PLCb3 inh: inhibitors of human phospholipase C beta3 | Q01970 | Purified PLC-beta3, fluorogenic substrate, fluorescence | inhibition, % at 12.2 µM | 370,000 compounds, 0.18% hits | AID 720704; in the data active = inhibition above about 11%;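 also: 0% = median of compound wells on plate and 100% = full blocker control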
hgDAF-12 ag: agonists of H. glycines DAF-12 nuclear receptor | 370,000 compounds, 1.8% hits | activation, % at 6.8 µM | HEK293 GAL4-hgDAF12 UAS-luciferase reporter, agonist luminescence; normalized to butyrate control | AID 687014;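 active = activation above a cutoff set at the mean of all screened compounds plus 3 SD, cut at about 10% in these data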;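 also: 0% = DMSO wells and 100% = sodium butyrate wells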
An asterisk follows results filed as active; . = no result given; & = joins results of further samples.

SMILES	hcDAF-12 act	GAA850 FXN act	sPLA2-III inh	PG9 binder	ssDAF-12 act	NR1D1 modulator	SMARCA2 activ	DAX1 inh-1	DAX1 inh-2	PLCb3 inh	hgDAF-12 ag
CC(=O)Nc1ccc(SC[C@H](Cc2ccccc2)N2CCN(CC(C)C)CCC2=O)cc1	-1.4	-0.2	-4.0	2.0	-1.2	-0.9	0.7	0.1	-0.5	-2.1	-1.8
COc1ccc(CC(=O)NNC(=O)c2ccco2)cc1	0.2	0.9	3.0	-0.8	-1.5	1.0	7.3	1.6	0.4	1.0	0.6
Cc1ccc(C)c(NS(=O)(=O)c2ccc(NC(=O)CSc3ccc(Cl)cc3)cc2)c1	-1.9	-1.1	-10.7	-1.3	-0.9	5.7	1.2	-0.8	0.0	-2.5	-2.2
O=C(CCN1C(=O)C2C3CCC(C3)C2C1=O)OCC(=O)c1cccc([N+](=O)[O-])c1 (stereo unspecified)	-2.7	-0.8	1.4	-0.1	-0.9	-1.8	0.7	3.1	-0.4	1.0	-0.7
COc1ccc(-c2noc(-c3cc(C)cc(C)c3)n2)cc1OC	-2.6	1.4	-1.5	-2.1	-1.9	11.9	2.5	-0.6	0.4	1.1	2.8
COc1ccc(N=C2SC(C(=O)Nc3ccc4c(c3)OCO4)CC(=O)N2C)cc1 (stereo unspecified)	0.6	-2.0&-0.8	-6.2	-0.8	-1.0	-5.5	-0.3	0.0&0.6	-2.2	1.6	1.8
CCc1ccccc1OCC(=O)Nc1ccc(N2CCCC2)cc1C	-0.7	-1.6	3.7	-1.4	-0.7	0.7	-0.9	-0.9	0.1	-111.3	0.3
CCOc1ccc(NC(=O)CSc2nc3ccccc3nc2N2CCCC2)cc1	1.8	2.3	1.9	-3.2	-0.7	10.0	-0.1	1.7	0.9	-7.0	-0.8
O=C(Nc1ccc(F)cc1)C(c1ccccc1)N1CCN(S(=O)(=O)c2ccc3ccccc3c2)CC1 (stereo unspecified)	1.0	3.4	-12.8	-0.9	-1.3	0.0	1.6	-0.2	-0.7	4.6	-2.6
O=C(COC(=O)c1ccccn1)c1ccc(Br)cc1	1.5	-2.3	-6.3	1.7	-1.5	-3.8	-1.2	1.5	0.4	-0.8	2.5
CCOC(=O)N1CCC(N2CCN(Cc3ccccc3)C(CCO)C2)CC1 (stereo unspecified)	-0.8	0.7	4.8	0.0	-1.1	0.5	-3.0	-0.3	0.1	-0.3	-2.6
O=C(CCN1CCN(c2ccccc2)CC1)Nc1ccccc1F	-0.8	1.9	0.1	0.3	-1.7	2.6	-1.5	-0.6	-0.2	-0.8	0.6
O=[N+]([O-])c1cccc(-c2ccc(C(=S)N3CCN(c4ccccc4)CC3)o2)c1	-0.8	0.5	-1.0	-3.6	-1.0	2.8	3.6	.	-0.7	-7.1	0.8
Cc1ccc(NC(=O)C2C3CCCC2C3c2ccccc2)cc1C (stereo unspecified)	-1.5	0.7	4.3	0.7	-1.4	-2.7	0.6	-0.7	-0.2	2.3	1.7
COc1ccc(CN(C)C(=S)Nc2ccc(Cl)cc2Cl)cc1	-1.4	4.2	-0.3	1.1	-1.9	5.3	3.4	-0.7	-1.0	-2.4	0.2
CC1C(=O)N(Cc2ccccc2F)c2ccccc2N1C(=O)c1c(F)cccc1F (stereo unspecified)	-4.1	-3.4	-0.4	0.7	-2.5	8.7	-0.3	-1.7	-0.7	-2.6	-3.0
O=C(N1CCN(Cc2ccc3c(c2)OCO3)CC1)C12CC3CC(CC(C3)C1)C2	0.4	.	-5.6	-0.8	-1.5	-0.4	-0.2	.	-0.4	7.3	-3.9
C=CCOc1ccc(/C=C/C(=O)OCC(=O)NCc2cccc(OC)c2)cc1	-1.4	3.6	-4.9	-0.3	-1.3	-1.8	-0.9	0.3	-1.0	-6.6	7.2
O=C(O)c1ccccc1N/N=C/C1=C(N2CCOCC2)C(=C\c2ccccc2)/CC1	0.2	4.2	-2.9	-0.1	-1.4	0.6	0.6	2.8	-0.2	-25.0	3.4
Brc1ccc(C2=Nn3c(nnc3-c3n[nH]c4c3CCC4)SC2)cc1	-0.7	-0.2	-9.0	1.1	-1.0	-0.8	0.0	-1.9	-2.2	2.1	0.1
Cc1ccc(CNC(=O)c2ccc3c(=O)n4c(-c5ccc(C)cc5)csc4nc3c2)cc1	-1.9	0.0	3.7	-1.7	-1.0	16.9	-2.3	-0.4	0.3	-7.5	1.0
CC(C)(C)c1cn(-c2ccccc2)c(=S)[nH]1	-1.4	1.9	14.3	0.5	-0.5	1.1	-3.2	-0.2	-1.1	2.1	-2.8
CC(=O)c1cccc(NC(=O)c2ccc(S(=O)(=O)N3CCCCC3)cc2)c1	-2.1	1.0	-22.7	3.6	-1.0	4.2	-0.9	-1.7	-1.0	1.3	-3.2
O=C(NCCN1CCN(c2cccc(Cl)c2)CC1)C1CCCN(S(=O)(=O)c2cnc[nH]2)C1 (stereo unspecified)	3.2	-0.4	-4.0	0.9	-0.7	-4.5	-0.5	1.5	0.3	0.9	-1.3

Profiles, quoted from the list. Values in the order: hcDAF-12 act	GAA850 FXN act	sPLA2-III inh	PG9 binder	ssDAF-12 act	NR1D1 modulator	SMARCA2 activ	DAX1 inh-1	DAX1 inh-2	PLCb3 inh	hgDAF-12 ag
O=C(N1CCN(Cc2ccc3c(c2)OCO3)CC1)C12CC3CC(CC(C3)C1)C2 is entered as 0.4	.	-5.6	-0.8	-1.5	-0.4	-0.2	.	-0.4	7.3	-3.9
C=CCOc1ccc(/C=C/C(=O)OCC(=O)NCc2cccc(OC)c2)cc1 is entered as -1.4	3.6	-4.9	-0.3	-1.3	-1.8	-0.9	0.3	-1.0	-6.6	7.2

(list continues)
SMILES	hcDAF-12 act	GAA850 FXN act	sPLA2-III inh	PG9 binder	ssDAF-12 act	NR1D1 modulator	SMARCA2 activ	DAX1 inh-1	DAX1 inh-2	PLCb3 inh	hgDAF-12 ag
CCCn1c(SCc2nc3sc(C)c(C)c3c(=O)[nH]2)nc2ccccc2c1=O	1.1	-3.4	1.2	-2.0	0.7	6.7	1.1	3.2	1.4	1.5	5.7
CCC1CCCCN1CCCNC(=O)CN1C(=O)c2cccnc2Oc2ccc(Cl)cc21 (stereo unspecified)	-0.3	-1.7	3.2	-1.1	-1.2	4.6	-1.6	0.8	1.4	-7.4	2.0
COCCCn1c(C(=O)NC2CCCCC2C)cc2c(=O)n3cccc(C)c3nc21 (stereo unspecified)	-1.8	3.3	-0.8	-0.6	-1.4	10.1	0.6	-0.1	-1.7	-156.0	1.0
C=CCNC(=O)c1cn(CC)c2cc(N3CCN(C(=O)c4ccco4)CC3)c(F)cc2c1=O	-0.8	-1.4	-7.9	-2.0	-0.8	-6.5	1.7	-0.6	-0.7	-495.9	-2.8
Cc1cccc(-n2c(SCC(=O)Nc3ccc4c(c3)OCO4)nnc2-c2ccoc2C)c1	-0.8	-0.1	5.7	-3.3	-1.2	-7.2	4.8	1.3	-1.0	5.1	-0.3
CCC(C(=O)NCc1ccco1)N(C(=O)CNS(=O)(=O)c1ccccc1)C1CCCCC1 (stereo unspecified)	-0.2	-3.2	-6.2	-2.3	-1.2	-2.8	-3.3	0.2	0.0	-0.9	-0.3
Cc1cccc(N2CCN(C(=O)c3cccc(S(=O)(=O)N4CCc5ccccc5C4)c3)CC2C)c1 (stereo unspecified)	-2.3	-1.7	2.8	-2.1	-1.1	-0.6	-2.4	-2.9	-2.1	-0.9	0.3
Cc1ccc(S(=O)(=O)CC(=O)c2ccc([N+](=O)[O-])cc2)cc1	-0.6	0.4	2.0	-0.5	-1.5	-2.0	-2.6	1.0	0.0	-2.7	0.4
CCCNC(=O)c1ccccc1NC(=O)c1ccccc1N(C)S(C)(=O)=O	-0.9	0.5	-4.9	-0.4	-1.0	6.4	1.6	0.4	-0.2	-2.4	0.9
Cc1ccccc1-c1nn2c(-c3ccccc3)nnc2s1	-3.0	3.3	-13.9	-0.9	-1.9	2.1	0.5	-0.7	-0.4	3.9	0.5
Cc1cc(C)c(C)c(S(=O)(=O)NC2CCN(Cc3ccccc3)CC2)c1C	0.1	0.4	-30.1	0.1	-1.5	6.5	0.3	0.7	-0.6	2.4	0.1
CCCC(=O)C1=C(SCC)CC(C)(C)C(C(=O)OC)C1=O (stereo unspecified)	-0.1	2.4	13.9	0.5	-1.4	-1.6	-1.3	0.4	0.1	1.2	0.1
CCNC(=O)OCc1cn(-c2ccccc2)nn1	-0.8	3.4	1.9	-0.1	-1.4	4.7	0.8	0.0	1.1	2.8	2.8
Cc1ccc(C(=O)Oc2ccc(/C=N/NC(N)=O)cc2)cc1	-1.1	-0.6	-1.8	1.2	-1.9	1.7	-0.2	1.0	0.3	-4.3	3.0
Cc1ccc(S(=O)(=O)N2CCC(C(=O)N[C@@H](Cc3ccccc3)C(=O)O)CC2)cc1	-0.1	-0.9	3.6	-1.0	-0.6	-3.8	2.3	-1.8	0.8	2.3	-0.9
Cc1cc(NC(=O)CSc2cc(Cl)ccc2Cl)n(-c2ccccc2)n1	-2.4	1.5	-29.9	-0.5	-1.9	-0.9	-5.5	-1.3	-1.4	5.4	-1.2
C[C@@H]1COC(=O)[C@@H](Cc2ccc(F)cc2)C/C=C\C[C@@H](CC(=O)NCCO)C(=O)N1	-0.5	-1.1	1.9	-0.6	-0.7	-8.0	3.0	1.2	0.5	6.0	1.7
CCN1CN(Cc2ccccc2)CNC1=S	-0.4	4.1	2.2	-1.4	-0.9	-6.2	-1.3	0.4	-0.1	6.2	-3.3
Nc1c(C(=O)CSc2ncccn2)c(=O)[nH]c(=O)n1C1CC1	-0.4	-0.9	7.4	-0.8	-0.2	4.2	4.0	2.2	0.0	-11.3	2.5
COc1ccnc(Oc2ccccc2)c1C(=O)N/C=N/OCc1ccc(F)cc1Cl	-2.0	-7.0	-3.2	-1.9	-2.2	-0.3	-0.5	-2.6	-2.3	-0.4	-4.0

Pulled by compound from the list above, three records:
SMILES	hcDAF-12 act	GAA850 FXN act	sPLA2-III inh	PG9 binder	ssDAF-12 act	NR1D1 modulator	SMARCA2 activ	DAX1 inh-1	DAX1 inh-2	PLCb3 inh	hgDAF-12 ag
COc1ccnc(Oc2ccccc2)c1C(=O)N/C=N/OCc1ccc(F)cc1Cl	-2.0	-7.0	-3.2	-1.9	-2.2	-0.3	-0.5	-2.6	-2.3	-0.4	-4.0
C[C@@H]1COC(=O)[C@@H](Cc2ccc(F)cc2)C/C=C\C[C@@H](CC(=O)NCCO)C(=O)N1	-0.5	-1.1	1.9	-0.6	-0.7	-8.0	3.0	1.2	0.5	6.0	1.7
CCN1CN(Cc2ccccc2)CNC1=S	-0.4	4.1	2.2	-1.4	-0.9	-6.2	-1.3	0.4	-0.1	6.2	-3.3
